IMPase Li cell: cell-permeable IMPase inhibitors with lithium potentiation; CHO-M1 cells, IP1 TR-FRET (IP-One), carbachol + lithium; Potency, µM (top dose mostly 59.4 µM), inactives show top-dose activity, negative = IMPase inhibition, usual class: inhibitors; actives 0.35% (n = 210,000);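 note: IP1 builds up when IMPase is blocked and the TR-FRET signal falls; potency is the fitted concentration of half-maximal effect; plate controls were basal vehicle for no effect and high inhibitor control for full effect; nearly all actives have a fitted effect of over 50% in size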
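Test compounds were applied to CHO-M1 cells previously cultured for 16–30 h at 2000 per well. A small lithium amount accompanied them; after 30 min at 37C, IP1 was quantified by TR-FRET.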
Lamin A splicing: changes lamin A minigene splicing in HeLa cells; HeLa LMNA splicing GFP/RFP minigene ratio, 48 h; Potency, µM (series often up to 46.1 µM), for inactives: at the highest dose ratio change, negative = inhibition, hits mostly inhibitors; actives 0.01% (n = 200,000); active = well fitted inhibition curve with a large enough effect in the signal ratio, with a control signal flat, not every such curve was filed as active; inconclusive = small, poorly fitted or top-dose-only effect, or effect the other way, or a change in a side signal; the % refers to the signal ratio; note: potency is the fitted concentration of half-maximal effect; % is set by controls: 0 for no effect and ±100 for the full control effect
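S3 HeLa cells stably expressing lamin A-EGFP splicing minigene plus DsRed2, 600 cells/well, 48 h compound exposure at 37C. Laser-scanning cytometry; analysed as GFP (500-530 nm)/RFP (575-640 nm) total intensity ratio; 0.5% DMSO vehicle.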
CBFb-RUNX1 inh: CBF-beta/RUNX1 interaction disruption; AlphaScreen CBFb-His/RUNX1-biotin binding, biochemical; Potency, µM (highest dose often 59.8 µM), without a hit: at the top dose activity, negative = inhibition, hits mostly inhibitors; 230,000 tested, under 10 active; note: % of control where 0% means no effect
Target sequence (Q01196 whole entry, looked up): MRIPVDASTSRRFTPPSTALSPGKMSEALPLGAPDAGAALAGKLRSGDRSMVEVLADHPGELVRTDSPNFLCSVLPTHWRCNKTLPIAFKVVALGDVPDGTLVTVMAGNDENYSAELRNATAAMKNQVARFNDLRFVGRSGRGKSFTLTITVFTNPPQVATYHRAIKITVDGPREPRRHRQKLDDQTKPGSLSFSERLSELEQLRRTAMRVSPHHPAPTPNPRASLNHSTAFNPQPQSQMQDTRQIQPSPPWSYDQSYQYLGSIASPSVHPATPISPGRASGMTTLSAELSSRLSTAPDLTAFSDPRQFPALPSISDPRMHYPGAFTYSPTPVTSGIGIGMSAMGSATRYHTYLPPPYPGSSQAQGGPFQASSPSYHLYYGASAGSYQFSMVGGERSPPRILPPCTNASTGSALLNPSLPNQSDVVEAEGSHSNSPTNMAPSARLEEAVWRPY
Target sequence (Q13951 whole entry, looked up): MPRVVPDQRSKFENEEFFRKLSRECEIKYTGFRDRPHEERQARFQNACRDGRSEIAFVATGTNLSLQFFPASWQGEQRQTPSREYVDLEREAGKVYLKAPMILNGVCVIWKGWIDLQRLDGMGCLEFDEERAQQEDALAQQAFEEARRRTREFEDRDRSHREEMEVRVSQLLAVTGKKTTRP
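Bead-based AlphaScreen assay; binding partners His-tagged CBF-beta and biotinylated RUNX1 at 30 nM each. Compound exposure 15 min after a 20-min protein preincubation; bead step 90 min; all steps at room temperature.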
HTT aggregate: reduces HttQ103-GFP aggregates in PC12 cells | PC12 HttQ103-GFP aggregates, Acumen cytometry, 40 h | Potency, µM (doses to about 46.1 µM), without a hit: top-dose activity change, negative = inhibition, most hits filed as inhibitors | actives 1.1% (n = 220,000); note: potency is the fitted concentration of half-maximal effect; % is set by controls: 0 for no effect and ±100 for the full control effect; nearly all actives have a fitted effect of over 60% in size
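Quantitative HTS on tebufenozide-induced (100 nM) PC12 cells stably expressing polyQ103 Huntingtin exon 1–GFP. Reduction of bright GFP aggregates, detected by laser scanning cytometry after lysis, identified actives across the titration.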
KinaseGlo FLuc: blocks Kinase-Glo luciferase, a counter-screen artifact; Kinase-Glo luciferase, ATP luminescence, 8 min; Q27757; Potency, µM (titrated, usually from 38.3 µM), without a hit: top-dose activity change, negative = inhibition, most hits filed as inhibitors; actives 0.28% (n = 200,000); note: potency is the fitted concentration of half-maximal effect; % is set by controls: 0 for no effect and ±100 for the full control effect; nearly all actives have a fitted effect of over 60% in size
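Compound is pinned into ATP-containing buffer (10 uM ATP, imidazole pH 7.2, 7 mM MgCl2). Kinase-Glo luciferase reagent is then added. Light output is recorded following an 8-min room-temperature incubation.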
NPSR antagonist: antagonists of human neuropeptide S receptor cAMP signaling; CHO-NPSR cells, cAMP TR-FRET, antagonist mode; Q6W5P4; actives 1% (n = 220,000); Potency, µM (top dose mostly 38.3 µM), inactives show at the highest dose activity change, negative = inhibition, usual class: inhibitors; note: potency is the fitted concentration of half-maximal effect; % is set by controls: 0 for no effect and ±100 for the full control effect; nearly all actives have a fitted effect of over 50% in size; many of its hits are not listed in these tables
Target sequence (Q6W5P4 whole entry, looked up): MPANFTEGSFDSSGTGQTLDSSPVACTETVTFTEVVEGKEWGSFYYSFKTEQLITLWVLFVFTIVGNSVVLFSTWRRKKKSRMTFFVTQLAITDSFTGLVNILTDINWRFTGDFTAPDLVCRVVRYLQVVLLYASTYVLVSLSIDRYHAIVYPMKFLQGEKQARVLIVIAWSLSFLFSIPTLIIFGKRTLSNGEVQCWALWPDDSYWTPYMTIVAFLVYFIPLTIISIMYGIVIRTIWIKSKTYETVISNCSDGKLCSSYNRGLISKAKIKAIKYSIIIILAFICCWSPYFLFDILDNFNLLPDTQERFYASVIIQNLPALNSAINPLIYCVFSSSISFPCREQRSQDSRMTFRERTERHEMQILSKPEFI
Epigenetic derep: epigenetic control regulation, reporter derepression; actives 0.2% (n = 280,000); Potency, µM (doses to about 53.9 µM), inactives show at the top dose GFP activation, most hits filed as activators; murine LDR cells, GFP reporter derepression, 30 h; note: potency is the fitted concentration of half-maximal effect; % of control where 0% means no effect; nearly all actives have a fitted effect of over 60% in size
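Murine LDR cells bearing a silenced CMV-driven GFP reporter were exposed to compound for 30 h at 37 C. After PBS washes, GFP-positive cells (20-120 um objects) counted by laser-scanning microplate cytometry.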
An asterisk follows results filed as active; u = inconclusive; x = not tested or not shown; & = joins results of further samples; [ ] = dose if it differs, or a comment. Unless noted, calls come from the whole dose curve; as a rule, active = well fitted curve in the direction sought with a large enough effect; inconclusive = small, poorly fitted or top-dose-only effect, or another doubt; inactive = no such curve, though single readings can be large; an effect the other way counts as inactive or inconclusive. These rows are one share of the data (hit frequency here may not be typical).

Each structure is followed by: IMPase Li cell | Lamin A splicing | CBFb-RUNX1 inh | HTT aggregate | KinaseGlo FLuc | NPSR antagonist | Epigenetic derep
> N#CC(C#N)=Cc1ccc(NC(=O)c2ccc(Br)cc2)cc1
 : x | x | 7% | -22%[9.22 µM] | x | -33% | 0.0%
> N[C@@H](CCS(=O)O)C(=O)O
 : -9%&-9% | x | 14%&22% | x | x | x | 1.9%&5.0%
> Cc1ccc(/C(N)=N/OC(=O)CCC2CCCCC2)cc1
 : 1%[38.3 µM] | 6% | 10% | 9% | -1% | -5%[46.1 µM] | -0.3%
> CC1CN(C2CCN(C(=O)COc3ccc(Cl)cc3)CC2)CC(C)O1 (stereo not drawn)
 : 40%[activator][38.3 µM] | -6% | -26% | -5% | -1% | 6%[46.1 µM] | 0.0%
> COc1ccc(OC)c(S(=O)(=O)Nc2ccc(OCC(=O)O)cc2)c1
 : -8%[38.3 µM] | 11% | -1% | -9% | 3% | -5%[46.1 µM] | -2.1%
> O=S(=O)(Nc1cccc(-c2cn3cccnc3n2)c1)c1ccc(Cl)cc1
 : -15% | u | 10% | 14% | -4% | -8% | -1.5%
> COc1ccccc1CNS(=O)(=O)c1ccc2c(c1)oc(=O)n2C
 : 2%[38.3 µM] | -6% | 1% | -17% | -1% | 5%[46.1 µM] | -2.7%
> CS(=O)(=O)N1CCN(c2ccc([N+](=O)[O-])c3cccnc23)CC1
 : x | x | 0% | 6%[9.22 µM] | x | -12% | -0.2%
> C(#CC1CCCCC1)c1ccc2c(c1)COc1c3ccccc3nn1-2
 : x | x | 12% | 11%[9.22 µM] | x | -12% | -1.0%
> CC(C)=CCN1CCN(Cc2nc(-c3ccc(F)cc3)cs2)CC1CCO (stereo not drawn)
 : x | x | 6% | 5%[9.22 µM] | x | 10% | 0.5%
> CCc1ccc(CCC(=O)Nc2ccccc2C(=O)O)o1
 : 3%[38.3 µM] | u | -5% | 25% | -3% | -13%[46.1 µM] | -2.1%
> CCc1c(C)nc(SCC(=O)N2CCN(c3ccccc3OC)CC2)[nH]c1=O
 : -3% | -7%[9.22 µM] | 6% | 15% | -8% | 0% | -1.1%&-1.9%
> COc1cccc(NC(=O)NCCc2ccc(Cl)cc2)c1
 : -3% | x | -2% | u | 2% | -11% | 2.4%
> Cc1cc(C[n+]2ccsc2N)c2ncccc2c1
 : x | x | 13% | -8%[9.22 µM] | x | -6% | -2.7%
> COc1ccc(CC(=O)Nc2cc(C)on2)cc1
 : 15%[38.3 µM] | 2% | 1% | 3% | 1% | 0%[46.1 µM] | -2.0%

An excerpt of these results, tab-delimited.
Structure	IMPase Li cell	Lamin A splicing	CBFb-RUNX1 inh	HTT aggregate	KinaseGlo FLuc	NPSR antagonist	Epigenetic derep
COc1ccccc1CNS(=O)(=O)c1ccc2c(c1)oc(=O)n2C	2%[38.3 µM]	-6%	1%	-17%	-1%	5%[46.1 µM]	-2.7%
CS(=O)(=O)N1CCN(c2ccc([N+](=O)[O-])c3cccnc23)CC1	x	x	0%	6%[9.22 µM]	x	-12%	-0.2%
C(#CC1CCCCC1)c1ccc2c(c1)COc1c3ccccc3nn1-2	x	x	12%	11%[9.22 µM]	x	-12%	-1.0%

New compounds follow:
Each structure is followed by: IMPase Li cell | Lamin A splicing | CBFb-RUNX1 inh | HTT aggregate | KinaseGlo FLuc | NPSR antagonist | Epigenetic derep
> CCC(C)c1ccccc1NC(=S)Nc1cccnc1 (stereo not drawn)
 : -36%[38.3 µM] | u | 9% | u | -3% | -7%[46.1 µM] | 0.0%
> Cc1ccc(N2CC(C(=O)Nc3ccccc3C(=O)NC3CCCCC3)CC2=O)cc1 (stereo not drawn)
 : 10% | 1% | 9% | -17% | 2% | 29%[46.1 µM] | -1.2%
> O=C(CSc1nc2ccccc2n1CC(=O)N1CCOCC1)N1CCCC1
 : 3% | -6% | 8% | -7% | 10% | 3%[46.1 µM] | 2.6%
> CC(C)(C)c1[nH]nc2c1C(c1cccnc1)C(C#N)=C(N)O2 (stereo not drawn)
 : x | 4% | -8% | 15% | -1% | -7%[46.1 µM] | -1.9%
> CCCn1nc(C(=O)N2CCc3ccccc3C2)c2ccccc2c1=O
 : 3%[38.3 µM] | u | -2% | -6% | -2% | -23%[46.1 µM] | -0.2%
> Cn1c(=O)c2c(nc(NCc3ccc4c(c3)OCO4)n2Cc2ccc(F)cc2)n(C)c1=O
 : 42%[activator][38.3 µM] | u | -4% | u | 0% | -6%[46.1 µM] | -0.9%
> CCn1c(=O)cc(OCC(=O)Nc2ccc(OC)c(OC)c2)c2ccccc21
 : 4% | u | -2% | 12% | 2% | 11% | 6.5%
> O=C(NC1CCCc2ccccc21)C1CCN(S(=O)(=O)c2cccc3nonc23)CC1 (stereo not drawn)
 : -5%[38.3 µM] | 9% | -1% | 13%[9.22 µM] | 6% | -11%[46.1 µM] | 14%
> S=C(Nc1ccccc1Cl)Nc1ccc(Cl)cc1Cl
 : 11%[38.3 µM] | 9% | 3% | 13% | -2% | 10%[46.1 µM] | 3.1%
> Cc1cccc(Oc2cc(NC(=O)c3ccccc3)cc([N+](=O)[O-])c2)c1
 : 30%[38.3 µM] | 28% | -2% | u | 1% | -12%[46.1 µM] | -1.2%
> O=C1NCCc2c1[nH]c1ccc([N+](=O)[O-])cc21
 : -2% | u | -3% | u | 0% | 4% | -0.8%
> CN(C)C(=O)CCc1nc(-c2ccc(C(C)(C)C)cc2)no1
 : 3%[38.3 µM] | 24% | -2% | 5% | -2% | -7%[46.1 µM] | 13%
> CCC(C)NC(=O)c1csc2c1CCCCC2 (stereo not drawn)
 : 4%[38.3 µM] | 2% | 2% | 3% | -5% | 7%[46.1 µM] | -2.0%
> COc1ccccc1N1CCN(CC(O)COc2c(OC)cccc2OC)CC1 (stereo not drawn)
 : x | 0% | 2% | 12% | x | 0%[46.1 µM] | -1.0%
> O=C1CC(N2CCN(Cc3ccccc3)CC2)C(=O)N1c1ccccc1 (stereo not drawn)
 : 32%[38.3 µM] | 9% | 1% | -6% | -3% | -11%[46.1 µM] | -1.0%

A stretch of the results above, for reference:
Each structure is followed by: IMPase Li cell | Lamin A splicing | CBFb-RUNX1 inh | HTT aggregate | KinaseGlo FLuc | NPSR antagonist | Epigenetic derep
> CCCn1nc(C(=O)N2CCc3ccccc3C2)c2ccccc2c1=O
 : 3%[38.3 µM] | u | -2% | -6% | -2% | -23%[46.1 µM] | -0.2%
> Cn1c(=O)c2c(nc(NCc3ccc4c(c3)OCO4)n2Cc2ccc(F)cc2)n(C)c1=O
 : 42%[activator][38.3 µM] | u | -4% | u | 0% | -6%[46.1 µM] | -0.9%
> CCn1c(=O)cc(OCC(=O)Nc2ccc(OC)c(OC)c2)c2ccccc21
 : 4% | u | -2% | 12% | 2% | 11% | 6.5%

New compounds follow
Each structure is followed by: IMPase Li cell | Lamin A splicing | CBFb-RUNX1 inh | HTT aggregate | KinaseGlo FLuc | NPSR antagonist | Epigenetic derep
> Cc1nc2ccccc2n1CC(O)COc1ccccc1Cl (stereo not drawn)
 : 5% | -15%[9.22 µM] | 3% | u | -2% | -2% | -0.1%
> O=C(c1ccco1)N1CCN(C2=NS(=O)(=O)c3ccccc32)CC1
 : 20%[38.3 µM] | 6% | 4% | 7% | 1% | -11%[46.1 µM] | -1.1%
> COc1ccc(OC)c(C(=O)Cn2nnc(-c3ccc(N4CCOCC4)cc3)n2)c1
 : x | x | 6% | -20%[9.22 µM] | x | -1% | -1.1%
> CCCCC(NC(=O)c1ccccc1)C(=O)OCC(=O)N1c2ccccc2Sc2ccccc21 (stereo not drawn)
 : 3%[38.3 µM] | -14% | -2% | -5% | -3% | u | -2.1%
> CN1CCN(c2nc(-c3ccccc3)ncc2S(=O)(=O)c2ccccc2)CC1
 : 4% | x | 0% | -1%[9.22 µM] | -1% | -16% | 0.9%[10.1 µM]
> O=C(Nc1ccccc1)Nc1ccc2snnc2c1
 : 2% | u | 6% | 11µM* | -3% | -11%[46.1 µM] | -2.0%
> CCOC(=O)c1sc(=NC(=O)c2ccc(C)cc2)n(C)c1C
 : -9% | u | 5% | -12% | 0% | u | 2.6%
> CCOC(=O)C1CCCN(Cc2ccccc2Cl)C1 (stereo not drawn)
 : 10%[38.3 µM] | 5% | 7% | -1% | -2% | 13%[46.1 µM] | -0.8%
> CCOP(=O)(OCC)c1nc(/C=C/c2ccccc2)oc1NCc1ccc(OC)cc1
 : 4%[38.3 µM] | u | u | u | -3% | u | 1.0%
> Cc1nn(-c2ccc(F)cc2)c(C)c1CN1CCN(Cc2ccccc2)C(CCO)C1 (stereo not drawn)
 : 4% | x | -4% | -3%[9.22 µM] | x | 16% | -0.1%
> CN(Cc1ccccc1)Cc1c(F)cccc1F
 : 2% | -10% | 8% | 6% | 5% | -11%[46.1 µM] | 1.1%
> COc1ccc2[nH]c(=O)c(C(c3nnnn3C3CCCC3)N(C)C3CCCCC3)cc2c1 (stereo not drawn)
 : -3%[38.3 µM] | 1% | -1% | -3% | -7% | -15%[46.1 µM] | 5.2%
> COC(=O)c1ccc(NC(=O)CNC(=O)C2CCCCC2)cc1
 : x | 0% | 3% | 4% | x | -10%[46.1 µM] | -5.3%
> COc1cccc(NC(=O)CN2CCN(c3ccccc3F)CC2)c1
 : 29%[38.3 µM] | 10% | 11% | 9% | -1% | -18%[46.1 µM] | -1.0%
> CCOc1ccccc1NC(=O)c1cccc2c1C(=O)N(CCOC)C2
 : -18%[38.3 µM] | 8% | -2% | 1% | 2% | -7%[46.1 µM] | -1.2%
> COc1ccccc1OCC(=O)NN1Cc2ccccc2C1=N
 : 20%[38.3 µM] | -3% | 3% | 3% | -4% | -13%[46.1 µM] | 0.0%
> CCc1ccc(N2C(=O)Nc3ccccc3C2(O)C(=O)N2CCN(c3ccccn3)CC2)cc1 (stereo not drawn)
 : -2% | -4%[9.22 µM] | 5% | u | -6% | -20% | 1.1%
> CCCC12CN3CC(C)(CN(C1)C3c1ccc(OC)cc1)C2=O (stereo not drawn)
 : -3%[38.3 µM] | 7% | 2% | -5% | 0% | -4%[46.1 µM] | -0.9%
